Screens as filed in PubChem BioAssay.
hERG rescue: hERG rescue from dofetilide block, primary screen, cell-based, CHO-hERG, FluxOR thallium flux, dofetilide IC70; activation (rescue from dofetilide block), less the hit threshold, % at 10 µM; AID 1511, 2009; Voltage-gated inwardly rectifying potassium channel KCNH2 (Homo sapiens), Q12809; hit rate 0.51% among 310,000; dofetilide IC70 present;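 active means activation above the mean of controls blocked by dofetilide plus 5 SD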;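 further: thallium influx through hERG after potassium depolarization seen as dye fluorescence rise; in these data hits start at about 4.7%; inactives centre near -7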
Target sequence (Q12809 whole entry, looked up): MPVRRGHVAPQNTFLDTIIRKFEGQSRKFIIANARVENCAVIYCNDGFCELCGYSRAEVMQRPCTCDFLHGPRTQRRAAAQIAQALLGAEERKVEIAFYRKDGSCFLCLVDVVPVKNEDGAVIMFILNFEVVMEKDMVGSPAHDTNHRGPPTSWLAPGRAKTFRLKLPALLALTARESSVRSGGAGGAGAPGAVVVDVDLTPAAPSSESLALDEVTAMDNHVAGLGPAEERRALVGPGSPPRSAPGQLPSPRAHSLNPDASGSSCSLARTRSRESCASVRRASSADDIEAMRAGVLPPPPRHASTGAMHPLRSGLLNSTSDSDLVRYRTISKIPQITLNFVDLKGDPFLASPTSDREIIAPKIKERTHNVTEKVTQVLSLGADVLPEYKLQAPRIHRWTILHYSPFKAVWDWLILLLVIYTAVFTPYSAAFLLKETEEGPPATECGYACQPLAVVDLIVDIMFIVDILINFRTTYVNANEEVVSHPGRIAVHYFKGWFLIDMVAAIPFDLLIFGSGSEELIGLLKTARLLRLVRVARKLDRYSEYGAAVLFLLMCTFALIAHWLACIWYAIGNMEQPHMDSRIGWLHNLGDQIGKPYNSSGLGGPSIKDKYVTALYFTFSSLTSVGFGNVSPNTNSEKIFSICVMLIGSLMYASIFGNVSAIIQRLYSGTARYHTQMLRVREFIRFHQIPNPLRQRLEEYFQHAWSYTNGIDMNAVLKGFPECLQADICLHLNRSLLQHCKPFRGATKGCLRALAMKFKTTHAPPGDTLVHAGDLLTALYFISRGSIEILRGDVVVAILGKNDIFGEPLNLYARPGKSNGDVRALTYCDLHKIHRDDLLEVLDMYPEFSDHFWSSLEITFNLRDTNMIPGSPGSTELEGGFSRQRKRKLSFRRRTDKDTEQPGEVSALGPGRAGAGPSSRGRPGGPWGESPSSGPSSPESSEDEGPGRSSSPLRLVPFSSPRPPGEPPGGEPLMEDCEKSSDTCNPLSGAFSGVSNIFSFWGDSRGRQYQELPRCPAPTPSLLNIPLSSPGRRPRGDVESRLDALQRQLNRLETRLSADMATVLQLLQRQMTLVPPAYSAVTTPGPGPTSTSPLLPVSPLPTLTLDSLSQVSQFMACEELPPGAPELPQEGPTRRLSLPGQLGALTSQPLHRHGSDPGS
KCNK3 inh: human KCNK3 channel inhibitors, primary screen, CHO cells, FluxOR thallium flux, B-score. hit rate 0.84% among 340,000. AID 602410, 2012. B-score at 10 µM. Potassium channel subfamily K member 3 (Homo sapiens), O14649. FluxOR fluorescence; stronger effect = lower value;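 active means B-score under library mean minus 4 SD, starting fluorescence ratio at most library mean plus 5 SD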;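 further: more negative B-score means stronger inhibition of thallium flux through KCNK3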
KCNQ1 pot: potentiators or activators of KCNQ1 channel, primary screen, cell-based, thallium flux, high-throughput; hit rate 0.35% among 310,000; B-score at 10 µM; CHO-K1 KCNQ1, thallium flux FluxOR fluorescence; stronger effect = higher value; Potassium voltage-gated channel subfamily KQT member 1 (Homo sapiens), P51787;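 active means fluorescence ratio B-score, a plate-corrected score, at least three library SD, with initial intensity B-score within 5 SD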
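System: Stable KCNQ1 CHO-K1 line | Incubation: 90 min dye loading and 20 min compound exposure, both at room temperature | Measure: Ratio B score | Medium: Assay buffer for compound exposure, DMSO matched across wells | Compound dosing: Single-concentration screen | Probe or stimulus: K+/Tl+ depolarizing stimulus | Measured by: Kinetic FluxOR fluorescence, 10 s baseline plus 110 s post-stimulus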
ANO1 activ: TMEM16A chloride channel activators or potentiators, primary screen, cell-based, HTS | AID 623877, 2012 | Anoctamin-1 (Mus musculus), Q8BHY3 | hit rate 0.3% among 340,000 | B-score at 10 µM | HEK293 TMEM16A/YFP-H148Q/I152L, iodide quench fluorescence; stronger effect = lower value;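 active means fluorescence-ratio B-score plate-corrected deviation score at least 3 library SD below zero, with starting fluorescence score within 5 deviations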;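 further: channel opened by trigger with iodide after compound preincubation; score built on the fluorescence ratio of max minus min over baseline; more negative score means more quench and so TMEM16A activation or potentiation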
ANO1 block: TMEM16A chloride channel inhibitors, primary screen, cell-based, HTS; HEK293 TMEM16A/YFP iodide influx fluorescence, ionomycin; normalized B-score (activity score, 25-100; higher = stronger inhibition) at 10 µM; hit rate 1.2% among 310,000; AID 588511, 2011;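 active means ratio plate-corrected score three or more library SD toward inhibition, starting fluorescence score within five deviations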;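 further: score derived from kinetic fluorescence span divided by baseline fluorescence per well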
RGS4 inh: RGS4 inhibitors, primary screen, cell-based, HEK293 M3R inducible RGS4, calcium flux; Fluo-4 calcium flux; stronger effect = higher value; triggered by carbachol at its EC20; Regulator of G-protein signaling 4 (Homo sapiens), P49798; hit rate 0.45% among 310,000; B-score at 10 µM;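 active means B-score, a plate-corrected calcium signal, over three deviations above library mean, with baseline fluorescence within five deviations of library mean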;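 further: RGS4 expression induced by doxycycline in cells with stable M3 receptor; B-score is computed from the integrated fluorescence ratio over baseline after carbachol; higher B-score means a larger calcium signal and so more RGS4 inhibition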
KCNK9 block: KCNK9 potassium channel inhibitors, primary screen, HEK293 cells, thallium flux; Potassium channel subfamily K member 9 (Homo sapiens), Q9NPC2; FluxOR thallium flux fluorescence; stronger effect = lower value; B-score at 10 µM; hit rate 1.2% among 310,000; AID 488922, 2010;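 active means ratio B-score over 3 SD below the library mean, with starting fluorescence within 5 SD of its mean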;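 further: negative B-score means less thallium flux so channel inhibition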
KCNQ1 inh: inhibitors of human KCNQ1 channel, primary screen, cell-based, thallium flux, high-throughput; CHO-K1 KCNQ1, FluxOR thallium flux fluorescence; stronger effect = higher value; B-score at 10 µM; AID 2642, 2010; hit rate 1.3% among 310,000;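 active means compounds whose thallium flux B-score, printed positive for inhibition, exceeds three library SD while starting fluorescence stays within three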;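 further: channel opened by potassium depolarization with thallium stimulus after 20 min compound exposure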
MrgX1 allo act: positive allosteric modulators of MrgX1, primary screen, HEK293 cells, Fluo-4 calcium flux. B-score at 10 µM. hit rate 0.63% among 310,000. FDSS; stronger effect = higher value;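 active means plate-corrected calcium response at least 3 library SD above typical, normal starting fluorescence, not activating the receptor alone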;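 further: compound read alongside a low EC10 to EC30 dose of BAM8-22 agonist; peak minus trough fluorescence over baseline measured at the second addition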
RGS4 act: RGS4 potentiators or activators, primary screen, cell-based, HEK293 M3R inducible RGS4, calcium flux; carbachol calcium flux Fluo4; stronger effect = lower value; B-score at 10 µM; hit rate 0.92% among 310,000;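 active means B-score of the integrated calcium signal more than 4 SD below the library mean, with starting fluorescence not abnormally high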;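 further: negative B-score means reduced calcium response which marks RGS4 activation or potentiation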
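test system = HEK293 cells with stable M3R and inducible RGS4 | schedule = recording 10 s baseline at 1 Hz, 100 s post-agonist | technique = Fluo4-AM (2 µM) calcium-flux fluorescence, kinetic read | measure = Agonist-evoked peak-minus-minimum fluorescence over baseline, integrated ratio, B score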
MrgX1 ag: agonists of human MrgX1 receptor, primary screen, HEK293 cells, Fluo-4 calcium flux | B-score at 10 µM | hit rate 0.44% among 310,000 | Fluo-4 calcium fluorescence, agonist mode; stronger effect = higher value | Mas-related G-protein coupled receptor member X1 (Homo sapiens), Q96LB2;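 active means calcium response B-score plate-corrected fluorescence ratio at least 3 library SD, with starting fluorescence B-score inside 5 SD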
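System: HEK293 cells stably expressing human MrgX1 receptor; Dosing: test compound in the initial addition of three; Schedule: overnight plating, then 30 min 37 °C plus 30 min room-temperature dye loading; Detection: kinetic calcium dye fluorescence, Fluo-4 NW; Controls: per-plate positive and negative controls for Z′ factor.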
The depositor's hits bear a star; i = inactive; nt = no result given.

Below each SMILES: hERG rescue, KCNK3 inh, KCNQ1 pot, ANO1 activ, ANO1 block, RGS4 inh, KCNK9 block, KCNQ1 inh, MrgX1 allo act, RGS4 act, MrgX1 ag
> O=C(CCc1ccccc1)N1CCCC(Nc2ccc(F)cc2)C1 (centres undefined)
    -6, i, i, i, i, i, i, i, i, i, i
> Cn1c(CCNC(=O)c2ccc(F)cc2)nc2ccccc21
    -10, i, i, i, i, i, i, i, i, i, i
> COC(=O)c1ccc(CSc2nnnn2C)o1
    -5, i, i, i, i, i, i, i, i, i, i
> CSC[C@@H]1NC(=S)N(c2ccc(C)cc2)C1=O
    -4, i, i, i, i, i, i, i, i, i, i
> CN(C1CCCCC1)S(=O)(=O)c1ccc(NC(=O)Cn2nc(-c3ccc(F)cc3)ccc2=O)cc1
    -9, i, i, i, i, i, i, i, i, i, i
> CCCCN=c1sc(C(=O)OC)cc(=O)n1CCCC
    -7, i, i, i, i, i, i, i, i, i, i
> COc1ccc(NC(=O)CC2Oc3ccc(C)cc3NC2=O)cc1 (centres undefined)
    -12, i, i, i, i, i, i, i, i, i, i
> Cc1cc(=O)oc2c(C)c(OCC(=O)N3CCN(c4cccc(Cl)c4)CC3)ccc12
    -12, i, i, i, i, i, i, i, i, i, i
> Cc1cccc(-c2nnc(SCC(=O)N3c4ccccc4CCc4ccccc43)n2C)c1
    -10, i, i, i, i, i, i, i, i, i, i
> COC(=O)c1c(C)[nH]c(C(=O)CSc2nnnn2-c2ccccc2)c1C
    -4, i, i, i, i, i, i, i, i, i, i
> Cc1ncccc1C(=O)N1CCCC(C(=O)c2ccc3c4c(cccc24)CC3)C1 (centres undefined)
    -10, i, i, i, i, i, i, i, i, i, i
> Cc1ccc(Cn2c(C3CCCN3c3nc(-c4ccc(F)cc4)cs3)nc3cc(C(=O)NCCCO)ccc32)cc1 (centres undefined)
    -4, i, i, i, i, i, i, i, i, i, i
> COc1ccc(OC)c(C(=O)C2COC(=O)C2)c1 (centres undefined)
    -5, i, i, i, i, i, i, i, i, i, i
> Cc1ccc(CNC(=O)c2sc3ccc(S(=O)(=O)N4CCCCC4)cc3c2N)cc1
    -18, nt, i, nt, i, i, i, i, i, i, i
> Cc1ccc(N2OC3C(=O)NC(=O)C3C2c2ccco2)cc1 (centres undefined)
    -11, i, i, i, i, i, i, i, i, i, i
> O=C(Nc1nnc(N2CCCCCC2)s1)c1cc(-c2ccc(Br)cc2)on1
    -7, i, i, i, i, i, i, i, i, i, i
> COc1cccc(NC(=O)c2cccc(OC)c2OC)c1
    -6, i, i, i, i, i, i, i, i, i, i
> Cc1ccc(C(=O)NC(C)c2ccccc2)cc1Br (centres undefined)
    -11, i, i, i, i, i, i, i, i, i, i
> CCn1nc(NS(=O)(=O)c2ccccc2)c2cc3ccc(C)cc3nc21
    -10, i, i, i, i, i, i, i, i, i, i
> Cc1ccc2c(=O)cc(C(=O)NC3CCS(=O)(=O)C3)oc2c1C (centres undefined)
    -8, i, i, i, i, i, i, i, i, i, i
> Fc1ccc2c(c1)Sc1ccc(Cl)cc1CC2N1CCN(CCC2OCCO2)CC1 (centres undefined)
    -27, i, i, i, i, i, i, i, i, -7.3*, i
> Cc1cccc(OCCCCCNCCO)c1
    -4, i, i, i, i, i, i, i, i, i, i
> CCCc1ncc(C(O)(c2ccccc2)c2ccc(C)cc2)n1C (centres undefined)
    -12, i, i, i, i, i, i, i, i, -7.9*, i
> Cc1ccc(-n2c(Cl)c(Cl)nc(Cl)c2=O)cc1
    nt, i, nt, i, i, nt, nt, nt, i, nt, i
> O=C(Cc1coc2ccc3ccccc3c12)N1CCc2ccccc21
    -5, i, i, i, i, i, i, i, i, i, i
> COC(=O)[C@H](C)[C@@H]1C[C@@]1(C)[C@@H](NC(=O)OCc1ccccc1)c1ccccc1
    -14, i, i, i, i, i, i, i, i, i, i
> O=C(Nc1ccc(C2CC2(Cl)Cl)cc1)c1ccccc1Br (centres undefined)
    0, i, i, i, i, i, i, i, i, i, i
> COc1ccc(OC)c(CN2CCN(C(=O)c3cccc(S(=O)(=O)Nc4ccc(C)cc4)c3)CC2)c1
    -18, i, i, i, i, i, i, i, i, i, i
> O=C(Cn1cnc2c(oc3ccccc32)c1=O)NCC1CCCO1 (centres undefined)
    0, i, i, i, i, i, i, i, i, i, i
> O=C(Cn1cc(C(F)(F)F)ccc1=O)N/N=C/c1ccc(Cl)c(Cl)c1
    -7, i, i, i, i, i, i, i, i, i, i

Continued:
Below each SMILES: hERG rescue, KCNK3 inh, KCNQ1 pot, ANO1 activ, ANO1 block, RGS4 inh, KCNK9 block, KCNQ1 inh, MrgX1 allo act, RGS4 act, MrgX1 ag
> O=S(=O)(c1ccc(Br)cc1)N1CCN=C1SCc1cccc(F)c1
    -6, i, i, i, i, i, i, i, i, i, i
> Cc1cc(C(F)(F)F)c2c(n1)sc1c(O)cc(=O)[nH]c12
    -8, i, i, i, i, i, i, i, i, i, i
> Cc1ccc(S(=O)(=O)N2CCCC2CNC(=O)C(=O)Nc2ccccc2)cc1 (centres undefined)
    -16, i, i, i, i, i, i, i, i, i, i
> O=c1[nH]c(C(Cl)(Cl)Cl)nc2ccc3ccccc3c12
    5.1*, i, 25*, i, i, i, i, i, i, i, i
> CCc1ccc(CN2CCCC(C(=O)Nc3ccccc3-c3ccc(OC)cc3)C2)o1 (centres undefined)
    -12, i, i, i, i, i, -8.7*, i, i, i, i
> CCOCc1nnc(NC(=O)C2c3ccccc3Oc3ccccc32)s1
    -10, i, i, i, i, i, i, i, i, i, i
> Cc1cccc(C(=O)NC(NCCc2ccccc2)C(Cl)(Cl)Cl)c1 (centres undefined)
    -7, i, i, i, i, i, i, i, i, i, i
> CC(=O)c1cccc(NC(=S)N2CCCC2)c1
    -11, i, i, i, i, i, i, i, i, i, i
> N#Cc1cc2c(=O)n3ccccc3nc2n(-c2ccc(Cl)cc2)c1=O
    -11, i, i, i, i, i, i, i, i, i, i
> COc1ccc(OCC(=O)Nc2cccc(-c3nc4ccccc4o3)c2)cc1
    -4, i, i, i, i, i, i, i, i, i, i
> CC(=O)OC(C)[C@H]1CC[C@H]2[C@@H]3CC[C@H]4C[C@@H](OC(C)=O)CC[C@]4(C)C3=CC[C@]12C (some centres undefined)
    -6, i, i, i, i, i, i, i, i, i, i
> NN/C(=C\[N+](=O)[O-])Nc1ccc(Cl)cc1
    -18, i, i, i, i, i, i, i, i, i, i
> CN(C)c1cccc(C(=O)Nc2ccc(N3CCOCC3)cc2)c1
    -10, i, i, i, i, i, i, i, i, i, i
> CCOC(=O)C1(Cc2ccccc2C)CCCN(C(=O)CN2CCCCC2=O)C1 (centres undefined)
    2, i, i, i, i, i, i, i, i, i, i
> O=C(N/C(=C/c1ccco1)C(=O)N1CCc2ccccc21)c1ccco1
    -7, i, i, i, i, i, i, i, i, i, i
> COc1ccccc1C(C)NS(=O)(=O)c1cccs1 (centres undefined)
    -4, nt, i, nt, i, i, i, i, i, i, i
> Cc1cc(=O)oc2cc(OCC(=O)NCCc3c[nH]c4ccc(F)cc34)ccc12
    -4, i, i, i, i, i, i, i, i, i, i
> CCC(C)Sc1ccc([C@H]2N[C@@](CC(C)C)(C(=O)OC)[C@H]3C(=O)N(CC)C(=O)[C@@H]23)cc1 (some centres undefined)
    -8, i, i, -8.4*, i, i, i, i, i, i, i
> CCOc1ccc(-c2nnc(Nc3ccc(OC)c(C(=O)N4CCCCC4)c3)c3ccccc23)cc1
    -12, i, i, i, i, i, i, i, i, i, i
> Cc1ccc(C)c(S(=O)(=O)Nc2ccc3[nH]c(=O)[nH]c3c2)c1
    -4, i, i, i, i, i, i, i, i, i, i
> CCc1ccc(Nc2n[n+](-c3ccccc3)c(-c3ccc(OCc4ccccc4)cc3)s2)cc1
    -19, i, i, i, 100*, i, i, i, i, i, i
> CCCCn1c2ccccc2c2nnc(SCCN3CCCCC3)nc21
    -7, i, i, i, nt, i, i, i, nt, -8.5*, nt
> Cc1c(NC(=O)c2cc(=O)[nH]c(=O)[nH]2)c(=O)n(-c2ccccc2)n1C
    -9, i, i, i, i, i, i, i, i, i, i
> COc1ccc(CCNC(=O)CSc2nc(O)cc(=O)[nH]2)cc1OC
    -5, i, i, i, i, i, i, i, i, i, i
> Cc1ccc(C(=O)C2CCN(C(=S)NCC3CCCO3)CC2)cc1 (centres undefined)
    -5, i, i, i, i, i, i, i, i, i, i
> Cc1cc(C(=O)COC(=O)CC2Sc3ccccc3NC2=O)c(C)n1-c1ccc2c(c1)OCO2 (centres undefined)
    -14, i, i, i, i, i, i, i, i, i, i
> COC(=O)COc1ccc(/C=C2/SC(=O)N(CC(=O)N3CCCC3)C2=O)cc1Br
    -12, i, i, i, i, i, i, i, i, i, i
> O=C(NCC(c1ccc(F)cc1)N1CCOCC1)c1cccc(Br)c1 (centres undefined)
    -9, i, i, i, i, i, i, i, i, i, i
> CC(C)(C)n1ncc2c(=O)n(Cc3c(F)cccc3Cl)cnc21
    -6, i, i, i, i, i, i, i, i, i, i
> CCNC(=S)NNC(=O)c1cc(-c2ccccc2C)nc2ccccc12
    -3, i, i, i, i, i, i, i, i, i, i
> Nc1ccc2nc(-c3cc(Cl)c(N)c(Cl)c3)[nH]c2c1
    -13, i, i, i, i, i, i, i, i, i, i
